Screens (PubChem BioAssay)
ARNT TACC3 PPI – disrupts binding between human ARNT and TACC3 | Q9Y6A5 | AlphaScreen His-ARNT PAS-B/GST-TACC3 binding, luminescence; TACC3 fragment carries E629A point mutation | inhibition, % at 9.99 µM | 390,000 compounds, 0.66% hits | AID 623870;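 active = mean inhibition of replicates at least 50% and at least half of replicates each reaching 50%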;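 also: 0% = complete ARNT plus TACC3 wells and 100% = ARNT alone without TACC3; many hits fall short of the cut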
Cneo AK release – causes C. neoformans cell lysis | adenylate kinase release luminescence, 4 h; normalised: neutral wells 0, clomiphene wells 100 | lysis activity, % at 15 µM | 360,000 compounds, 0.2% hits | AID 651654;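 active = mean lysis activity across replicates of at least 80%, whatever share of replicates individually reach that level; inactive = mean lysis activity below 80%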
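read-out = cell lysis signal | test system = log-phase Cryptococcus neoformans yeast cells | input = cells at 5 × 10^6 per mL | medium = fresh YPD growth medium | signal = luminescent adenylate kinase detection reagent | timing = 4 h at 37 °C static, read 1 h later | dosing = single dose | controls = Clomiphene as positive lysis control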
SIRT5 inh – blocks human SIRT5 desuccinylation of peptide; Q9NXA8; 330,000 compounds, 1.1% hits; AID 652115; inhibition, % at 15 µM; Purified SirT5, succinyl-peptide AMC, trypsin-coupled fluorescence; in the data active = inhibition above about 15%
Target sequence (Q9NXA8 whole entry, looked up): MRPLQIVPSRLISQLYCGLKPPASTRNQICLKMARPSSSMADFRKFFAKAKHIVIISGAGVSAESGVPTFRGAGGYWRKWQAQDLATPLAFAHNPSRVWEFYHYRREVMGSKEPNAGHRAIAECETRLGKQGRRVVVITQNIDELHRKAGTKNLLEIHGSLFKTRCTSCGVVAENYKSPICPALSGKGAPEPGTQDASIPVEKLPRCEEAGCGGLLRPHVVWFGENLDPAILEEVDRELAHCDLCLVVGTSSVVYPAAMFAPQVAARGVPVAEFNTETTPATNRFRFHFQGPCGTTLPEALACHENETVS
ERp5 inh – inhibitors of human ERp5; Q15084; ERp5 insulin aggregation, absorbance 650 nm, 90 min; inhibition, % at 9.99 µM; 350,000 compounds, 0.05% hits; AID 651711;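 active = mean replicate inhibition above about 25%, with every replicate also reaching it, limit read from the data, passing the limit was not always enough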
Target sequence (Q15084 whole entry, looked up): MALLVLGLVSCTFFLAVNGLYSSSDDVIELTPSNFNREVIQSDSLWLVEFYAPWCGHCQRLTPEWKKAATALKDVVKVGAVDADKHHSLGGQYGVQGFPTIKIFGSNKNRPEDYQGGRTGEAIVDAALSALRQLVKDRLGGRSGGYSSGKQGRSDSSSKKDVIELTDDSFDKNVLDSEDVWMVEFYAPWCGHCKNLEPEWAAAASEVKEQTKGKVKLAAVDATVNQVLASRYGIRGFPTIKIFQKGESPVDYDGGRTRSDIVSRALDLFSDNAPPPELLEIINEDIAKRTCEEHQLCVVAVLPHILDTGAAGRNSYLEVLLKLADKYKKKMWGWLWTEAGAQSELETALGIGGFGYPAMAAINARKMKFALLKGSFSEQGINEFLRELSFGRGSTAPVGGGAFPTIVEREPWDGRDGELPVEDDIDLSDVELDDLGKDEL
esBAF inh – blocks esBAF chromatin remodeling in mouse ES cells; AID 602393; Bmi1-luciferase knock-in reporter, 24 h; 100% = twice the neutral-well signal; reporter increase, % at 12.5 µM; 350,000 compounds, 2% hits; in the data active = activation above about 40%;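 also: 0% = median of the plate's neutral control wells and 100% = double that signal; a rise in the Bmi1 reporter signal indicates esBAF inhibition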
C2C12 statin – suppression of simvastatin myotoxicity. C2C12 myotubes + simvastatin, ATP luminescence, 48 h; scaled: DMSO 0, geranylgeraniol control 100. rescue of ATP level, % at 7.49 µM. 330,000 compounds, 0.78% hits;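 active = mean ATP rescue above about 67%, or every replicate alone reaching that limit, limit read from the data, passing the limit was not always enough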;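 also: myotubes were challenged with 10 µM simvastatin during compound exposure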
miR-122 sensor – miR-122 inhibition in Huh7 cells; activation (reporter increase), % at 12.5 µM; AID 602342; Huh7 miR-122 Renilla luciferase sensor, 48 h; neutral wells = 0, positive control = 100; 340,000 compounds, 0.3% hits;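 active = mean replicate activation score at least 90 and every replicate individually at or above 90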;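 also: higher luciferase means less miR-122 activity so hits act as miR-122 inhibitors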
An asterisk follows results filed as active; . = no result given; [ ] = another dose, or the depositor's remark.

#1 C[C@@H]1CCCCO[C@H](CN(C)C(=O)Nc2ccc(C(F)(F)F)cc2)[C@@H](C)CN([C@H](C)CO)C(=O)c2cc(NS(C)(=O)=O)ccc2O1
#2 CCOc1ccc(Nc2oc(-c3cccs3)nc2C#N)cc1
#3 CSc1ccc(CN2CCC2(C)C(=O)Nc2cnc3ccccc3c2)cc1 (stereo not drawn)
#4 CCc1ccccc1NC(=O)NCCN1CCCCC1
#5 COc1ccc(/C=C2\Oc3cc(OC(=O)N4CCOCC4)ccc3C2=O)cc1
#6 N/C(=N\OC(=O)C(c1ccccc1)c1ccccc1)c1ccncc1
Screen / compound no. | 1 | 2 | 3 | 4 | 5 | 6
C2C12 statin | . | 0 | 0 | 20 | . | 18
ERp5 inh | 1 | . | -7 | -1 | 1 | 0
esBAF inh | 5 | 21 | -10 | 11 | . | -8
ARNT TACC3 PPI | -2 | 9 | . | -1 | -9 | -81
SIRT5 inh | -3 | . | 2 | 0 | -4 | -2
miR-122 sensor | 5[16.7 µM] | -2 | 4 | . | . | 1
Cneo AK release | 0 | -1 | 1 | -1 | . | .

#7 CC1CCCC(C)N1C(=O)c1ccc2c(c1)S(=O)(=O)c1ccccc1C2=O (stereo not drawn)
#8 C[C@H](CO)N1C[C@H](C)[C@H](CN(C)C(=O)Nc2ccc(C(F)(F)F)cc2)OCc2cn(nn2)CCCC1=O
#9 CC(=O)Nc1ccccc1OCC(=O)NC(C)c1ccccc1 (stereo not drawn)
#10 Cc1ccc(NC(=S)N(CCCN2CCOCC2)Cc2ccco2)cc1Cl
#11 CC(C)N1CC(C(=O)Nc2cccc([N+](=O)[O-])c2)CC1=O (stereo not drawn)
#12 CC(C)NC(=O)N(C)C[C@@H]1Oc2ncc(C3=CCCCC3)cc2C(=O)N([C@H](C)CO)C[C@@H]1C
Screen / compound no. | 7 | 8 | 9 | 10 | 11 | 12
C2C12 statin | -3 | -2 | -1 | . | 3 | 9
ERp5 inh | -2 | . | 6 | . | 2 | 2
esBAF inh | 0 | -5 | 2 | . | -3 | 0
ARNT TACC3 PPI | 3 | . | 0 | 7 | -4 | .
SIRT5 inh | -2 | . | 1 | . | 2 | 0
miR-122 sensor | . | -1[16.7 µM] | -6 | -5 | -1 | -5[16.7 µM]
Cneo AK release | -1 | . | . | 2 | 4 | 20

#13 C[C@H]1CN([C@@H](C)CO)C(=O)c2cc(-c3cccc(C#N)c3)cnc2O[C@H]1CN(C)C(=O)C1CC1
#14 CN(C)C(=O)[C@@H]1[C@@H](CO)[C@@H]2Cn3c(ccc(-c4ccccc4)c3=O)[C@@H]2N1CCC(F)(F)F
#15 CCC(=O)Nc1ccc(Cl)c(NC(=O)c2ccc(Br)o2)c1
#16 CCOc1ccc(C(C)=O)cc1COC(=O)C1=COCCO1
#17 C=C(C)COc1ccc(-c2nc(N)ncc2Oc2ccccc2OC)c(O)c1
#18 COc1ccc(-c2ccc(CCC(=O)O)n2CC(C)C)cc1
Screen / compound no. | 13 | 14 | 15 | 16 | 17 | 18
C2C12 statin | 24 | 13 | 1 | 28 | 0 | 1
ERp5 inh | -2 | -1 | . | . | . | .
esBAF inh | -10 | -13 | -6 | -10 | 3 | -1
ARNT TACC3 PPI | -6 | 0 | 0 | -2 | -5 | 14
SIRT5 inh | 7 | 0 | . | . | . | .
miR-122 sensor | 2[16.7 µM] | . | -1 | . | 21 | 0
Cneo AK release | 58 | 53 | -1 | 1 | 0 | 1

#19 COc1cccc(NC(=O)C[C@@H]2CC[C@@H]3[C@H](COc4ccc(NC(=O)c5ccccc5F)cc4C(=O)N3C)O2)c1
#20 CC(C)(C)C(=O)Nc1cccc(-c2nc3ccccc3[nH]2)c1
#21 COc1ccc(NC(=O)N(C)C[C@@H]2OCc3ccccc3-c3ccccc3C(=O)N([C@H](C)CO)C[C@H]2C)c(OC)c1
#22 O=C1CC(C(=O)NCc2ccccc2)N=C(N2CCCCC2)N1 (stereo not drawn)
#23 COc1ccc(N/N=C(\C#N)C(=N)N2CCOCC2)cc1
#24 Cc1ccc(C(=O)NCCCNCCCN(C)C)cn1
Screen / compound no. | 19 | 20 | 21 | 22 | 23 | 24
C2C12 statin | -27 | . | . | 2 | . | -2
ERp5 inh | 0 | . | 2 | . | 2 | .
esBAF inh | -7 | 12 | -1 | -1 | . | 10
ARNT TACC3 PPI | 1 | 1 | 5 | -3 | 4 | -11
SIRT5 inh | 0 | . | -3 | . | 0 | .
miR-122 sensor | -12[16.7 µM] | -2 | . | -21 | 4 | -3
Cneo AK release | -6 | -1 | -2 | 3 | . | -1

#25 CCCCCCCCCCCC(=O)N1CC(=O)NC(=O)C1
#26 CC(C(Sc1ccccc1N)c1ccccc1)[N+](=O)[O-] (stereo not drawn)
#27 CNC[C@H]1OCCCC[C@H](C)Oc2ccc(NC(=O)Nc3ccc4c(c3)OCO4)cc2C(=O)N([C@H](C)CO)C[C@H]1C
#28 CC1(C)CC(=O)/C(=C(\O)CCCN2C(=O)c3ccccc3C2=O)C(=NCCO)C1
#29 CCC1CCCCN1CCCNC(=O)c1c(O)nc2c(C)cccn2c1=O (stereo not drawn)
#30 O=C(Nc1ccccc1)Nc1cnccn1
Screen / compound no. | 25 | 26 | 27 | 28 | 29 | 30
C2C12 statin | -4 | . | -5 | . | 1 | 0
ERp5 inh | 2 | 4 | 2 | 2 | -2 | -8
esBAF inh | 0 | . | -5 | . | 1 | 0
ARNT TACC3 PPI | 3 | 38 | 4 | 4 | 13 | 0
SIRT5 inh | 5 | -3 | 1 | 1 | 0 | -2
miR-122 sensor | 0 | . | -1[16.7 µM] | . | -2 | -5
Cneo AK release | 0 | . | -3 | . | -3 | -3

#31 COC(=O)c1cc(S(=O)(=O)Nc2cc(S(=O)(=O)N(C)C)ccc2C)oc1C
#32 CCCC#Cc1cnc2c(c1)C(=O)N([C@@H](C)CO)C[C@H](C)[C@@H](CN(C)C(=O)c1ccc3c(c1)OCO3)O2
#33 O=C(NCCc1ccccc1)c1nc2nc(-c3cccs3)cc(C(F)(F)F)n2n1
#34 C[C@@H]1CCCCO[C@@H](CN(C)C(=O)Nc2ccccc2)[C@H](C)CN([C@@H](C)CO)C(=O)c2cc(NC(=O)Nc3ccc4c(c3)OCO4)ccc2O1
#35 Cc1ccc(SCC(=O)N(C)CC(=O)Nc2cccc(F)c2)cc1
#36 Cn1c(CC2C(=O)Nc3ccc(Br)cc32)nc2ccccc2c1=O (stereo not drawn)
Screen / compound no. | 31 | 32 | 33 | 34 | 35 | 36
C2C12 statin | . | 15 | . | -1 | -12 | 46
ERp5 inh | 0 | -1 | . | 0 | 2 | 0
esBAF inh | . | -1 | 24 | 18 | 2 | 7
ARNT TACC3 PPI | 2 | -4 | 10 | 3 | -9 | 5
SIRT5 inh | -4 | 3 | . | 10 | 0 | 2
miR-122 sensor | . | 8[16.7 µM] | 3 | -3[16.7 µM] | -2 | .
Cneo AK release | . | 53 | -1 | 0 | . | -1

Reprinted from the part before: 2 compounds, then new ones.
#35 Cc1ccc(SCC(=O)N(C)CC(=O)Nc2cccc(F)c2)cc1
#36 Cn1c(CC2C(=O)Nc3ccc(Br)cc32)nc2ccccc2c1=O (stereo not drawn)
#37 OC(Cn1ccnc1)c1ccc(Cl)cc1Cl (stereo not drawn)
#38 COc1ccc(Nc2c[nH]c(=O)[nH]c2=O)cc1
#39 Cc1ccnc(NC(=O)c2ccc(COc3c(F)c(F)cc(F)c3F)o2)c1
#40 Cc1cccc(Cn2ncc(Cl)c(Cl)c2=O)c1
#41 CC1CC(C)(C)NC(=O)O1 (stereo not drawn)
#42 CN(C1CCS(=O)(=O)C1)S(=O)(=O)c1cccc2nsnc12 (stereo not drawn)
Screen / compound no. | 35 | 36 | 37 | 38 | 39 | 40 | 41 | 42
C2C12 statin | -12 | 46 | -11 | 7 | -3 | 53 | 2 | .
ERp5 inh | 2 | 0 | . | 8 | -4 | 0 | . | .
esBAF inh | 2 | 7 | -1 | -6 | 2 | -3 | -9 | -4
ARNT TACC3 PPI | -9 | 5 | 1 | 1 | -1 | 15 | 0 | -5
SIRT5 inh | 0 | 2 | . | -4 | 0 | -3 | . | .
miR-122 sensor | -2 | . | 3 | -3 | -2 | 15 | -5 | 1
Cneo AK release | . | -1 | -6 | -1 | -2 | 1 | 3 | -4

By substructure: the entries above containing an aryl thioether with sulfur outside any ring
#3 CSc1ccc(CN2CCC2(C)C(=O)Nc2cnc3ccccc3c2)cc1 (stereo not drawn)
#26 CC(C(Sc1ccccc1N)c1ccccc1)[N+](=O)[O-] (stereo not drawn)
#35 Cc1ccc(SCC(=O)N(C)CC(=O)Nc2cccc(F)c2)cc1
Screen / compound no. | 3 | 26 | 35
C2C12 statin | 0 | . | -12
ERp5 inh | -7 | 4 | 2
esBAF inh | -10 | . | 2
ARNT TACC3 PPI | . | 38 | -9
SIRT5 inh | 2 | -3 | 0
miR-122 sensor | 4 | . | -2
Cneo AK release | 1 | . | .

More compounds follow.
#43 Cc1ccc(S(=O)(=O)N2CCOCC2)cc1C(=O)Nc1nc(-c2ccccn2)cs1
#44 C[C@@H]1CN([C@H](C)CO)S(=O)(=O)c2ccc(C#CC(C)(C)O)cc2O[C@H]1CN(C)C
#45 CCn1cc(C(=O)NCC2CCCO2)c(=O)c2cc(S(=O)(=O)N3CCCCCC3)ccc21 (stereo not drawn)
#46 COc1ccc(S(=O)(=O)N(C)C[C@H]2Oc3c(cccc3N(C)C)C(=O)N([C@@H](C)CO)C[C@H]2C)cc1
#47 CC(=O)c1ccc2c(c1)OCCOCCOc1ccc(C(C)=O)cc1OCCOCCO2
#48 CCOC(=O)Nc1ccc(N2CCOCC2)c(S(=O)(=O)N2CCOCC2)c1
Screen / compound no. | 43 | 44 | 45 | 46 | 47 | 48
C2C12 statin | . | 8 | -3 | -14 | . | -11
ERp5 inh | -3 | 3 | -10 | -1 | 1 | 4
esBAF inh | . | 0 | -9 | -3 | . | -3
ARNT TACC3 PPI | 75* | -2 | 6 | 0 | 1 | 1
SIRT5 inh | -2 | -3 | 15 | 1 | -4 | -1
miR-122 sensor | . | -1[16.7 µM] | 12 | 6[16.7 µM] | -3 | -4
Cneo AK release | . | -7 | . | -1 | 0 | 2

Compounds shown so far containing bromine (two):
#15 CCC(=O)Nc1ccc(Cl)c(NC(=O)c2ccc(Br)o2)c1
#36 Cn1c(CC2C(=O)Nc3ccc(Br)cc32)nc2ccccc2c1=O (stereo not drawn)
Screen / compound no. | 15 | 36
C2C12 statin | 1 | 46
ERp5 inh | . | 0
esBAF inh | -6 | 7
ARNT TACC3 PPI | 0 | 5
SIRT5 inh | . | 2
miR-122 sensor | -1 | .
Cneo AK release | -1 | -1

Looked up above.
miR-122 sensor with #44 → -1[16.7 µM]
esBAF inh with #48 → -3

The listing continues:
#49 Cc1ccc(C)c(/C=N/Nc2ccccn2)c1
#50 C[C@H](CO)N1C[C@H](C)[C@H](CN(C)S(=O)(=O)c2cccs2)Oc2ccc(NC(=O)Nc3cccc4ccccc34)cc2C1=O
#51 O=C(COC(=O)CC1CC2CCC1C2)NCc1ccc(F)cc1 (stereo not drawn)
#52 CN(C(=O)COC(=O)c1ccc(=O)n(Cc2ccccc2)n1)C1CCS(=O)(=O)C1 (stereo not drawn)
#53 O=C(CSc1nnc(-c2ccco2)o1)c1ccc[nH]1
Screen / compound no. | 49 | 50 | 51 | 52 | 53
C2C12 statin | 3 | 42 | 3 | 11 | 2
ERp5 inh | -3 | 2 | -4 | -3 | 4
esBAF inh | 32 | 0 | -1 | 11 | 12
ARNT TACC3 PPI | 2 | 2 | . | -12 | 4
SIRT5 inh | -2 | 3 | -1 | -4 | -1
miR-122 sensor | 10 | -1[16.7 µM] | -8 | 1 | -5
Cneo AK release | -2 | 60 | . | -1 | -3
